Screens (PubChem)
PPARg SRC2 recr = PPARgamma-driven SRC-2 recruitment agonism. PPARgamma LBD-SRC-2 recruitment, biochemical. AID 1032. 200,000 tested, 0.34% active. activation, % at 8 µM; in the data active means activation above about 22%;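 further: 0% = vehicle and 100% = reference agonist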
PPARg SRC3 recr = promotes SRC-3 coactivator recruitment by human PPARgamma. activation, % at 8 µM. 200,000 tested, 0.26% active. AID 731. P37231. biochemical PPARgamma/SRC-3 coactivator recruitment assay; in the data active means activation above about 23%;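 further: 0% = DMSO and 100% = reference agonist; some compounds past the cut are filed as inactive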
PMI act hi M6P = activators of human phosphomannose isomerase at near-saturating mannose 6-phosphate; coupled PMI enzyme assay, resazurin fluorescence, 20 min; stronger effect = higher value; 1 = untreated enzyme, 0 = substrate-free blank; P34949; 190,000 tested, 0.34% active; activation factor at 20 µM;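 active means activation factor of 2 or more at 20 µM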
Target sequence (P34949 whole entry, looked up): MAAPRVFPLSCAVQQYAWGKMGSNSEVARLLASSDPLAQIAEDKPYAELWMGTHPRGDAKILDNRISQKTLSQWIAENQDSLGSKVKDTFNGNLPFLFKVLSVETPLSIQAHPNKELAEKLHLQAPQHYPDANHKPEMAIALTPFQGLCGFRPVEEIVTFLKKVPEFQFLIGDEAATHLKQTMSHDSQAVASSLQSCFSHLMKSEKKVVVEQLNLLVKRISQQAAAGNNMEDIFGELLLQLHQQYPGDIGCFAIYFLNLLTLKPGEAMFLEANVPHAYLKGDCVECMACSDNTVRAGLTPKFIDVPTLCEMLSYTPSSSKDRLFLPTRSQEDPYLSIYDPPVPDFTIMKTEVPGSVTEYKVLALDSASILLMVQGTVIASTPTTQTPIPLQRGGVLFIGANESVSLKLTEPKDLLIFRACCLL
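test system = human PMI in coupled enzyme assay | medium = HEPES-buffered pH 7.4 with magnesium and detergent | also added = 1.0 mM mannose-6-phosphate substrate with 0.22 mM NADP+ | compound = 20 µM single dose | times = 20 min incubation at room temperature | measured by = resorufin fluorescence (Ex 544/Em 590 nm) from resazurin via diaphorase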
Diaphorase act = diaphorase activation or chemical reduction counter-screen. AID 1229. Diaphorase/resazurin coupled assay, resorufin fluorescence, 16 min; stronger effect = higher value; 1 = vehicle wells, 0 = NADH-free wells. 190,000 tested, 0.005% active. activation factor at 20 µM;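 active means diaphorase activity raised at least twofold by the compound at 20 µM; inactive means activation factor below 2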
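Test system: Clostridium kluyveri diaphorase, purified enzyme. Buffer or medium: 50 mM HEPES pH 7.4 buffer plus MgCl2 and Tween 20. Also added: 0.114 mM NADH and 0.1 mM resazurin, final amounts. Dosing: compound 20 µM once, DMSO 1%. Schedule: 16 min enzyme reaction, ambient temperature. Detection: fluorescence of resorufin, 544 nm excitation, 590 nm emission.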
PMI act = increases human mannose-6-phosphate isomerase activity | activation factor at 20 µM | purified human PMI, coupled resazurin fluorescence, 20 min; stronger effect = higher value; 1 = vehicle control, 0 substrate-free wells | P34949 | 190,000 tested, 0.005% active;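 active means activation factor of 2 or more at 20 µM, relative to plate controls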
G6PDH counter = L. mesenteroides G6PDH inhibition counter-screen | Purified L. mesenteroides G6PDH, diaphorase/resazurin coupled fluorescence, 45 min | AID 1020 | inhibition, % at 5 µM | 200,000 tested, 0.12% active; in the data active means inhibition above about 50%
SRC2 TRFRET art = TR-FRET artefact, counter-screen to PPARgamma/SRC-2 agonist assay; stronger effect = higher value; TR-FRET ratio at 8 µM; 200,000 tested, 0.4% active; in the data active means TR-FRET ratio above about 2000; further: inactives centre near 1500
ROMK primary = modulates human ROMK potassium channel activity; P48048; Tet-inducible ROMK, thallium flux fluorescence; actives lie on both sides; B-score at 10 µM; 130,000 tested, 2% active;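 active means signal ratio slope over the read window, or its plate-corrected B-score, at least 3 SD from the plate mean, either direction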;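 further: B-score of the F/F0 ratio slope over 7 to 12 s after thallium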
PPARg SRC-1 ag = PPARgamma-driven SRC-1 recruitment agonism. PPARgamma-SRC-1 coactivator recruitment biochemical assay. P37231. activation, % at 8 µM. 200,000 tested, 0.41% active. AID 631; in the data active means activation above about 19%;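 further: 0% = DMSO and 100% = reference agonist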
Diaph inh CS = counter-screen for diaphorase-based assays: diaphorase inhibitors and chemical oxidizers. diaphorase resazurin-to-resorufin fluorescence, NADH, 16 min; bacterial (C. kluyveri) enzyme, not human. inhibition, % at 20 µM. 190,000 tested, 0.69% active;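 active means primary screen inhibition at 20 µM above a set limit, cut at about 50% in these data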;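 further: plate controls were DMSO with full reaction for no effect and wells lacking NADH for full effect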
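Assay system: diaphorase enzyme from Clostridium kluyveri; Input: enzyme working solution with 0.14 U/mL diaphorase; Timing: 16 min at room temperature; Technique: resorufin fluorescence, excitation 544 nm, emission 590 nm; Benchmarks: positive control minus NADH, DMSO neutral control.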
S1P3 antag = S1P3 (human) receptor antagonism | Q99500 | CHO S1P3 NFAT-BLA reporter, FRET fluorescence, antagonist mode | inhibition, % at 4.98 µM | 170,000 tested, 0.27% active | AID 485;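 active means inhibition above the plate cutoff, the mean inhibition of test wells on that plate plus 3 SD, cut at about 28% in these data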;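 further: cells challenged with S1P at its EC80 of 0.8 µM; blue over green emission ratio from cleaved BLA substrate after 4 h stimulation; 0% = S1P-stimulated wells and 100% = unstimulated DMSO-only wells; some compounds past the cut are filed as inactive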
Target sequence (Q99500 whole entry, looked up): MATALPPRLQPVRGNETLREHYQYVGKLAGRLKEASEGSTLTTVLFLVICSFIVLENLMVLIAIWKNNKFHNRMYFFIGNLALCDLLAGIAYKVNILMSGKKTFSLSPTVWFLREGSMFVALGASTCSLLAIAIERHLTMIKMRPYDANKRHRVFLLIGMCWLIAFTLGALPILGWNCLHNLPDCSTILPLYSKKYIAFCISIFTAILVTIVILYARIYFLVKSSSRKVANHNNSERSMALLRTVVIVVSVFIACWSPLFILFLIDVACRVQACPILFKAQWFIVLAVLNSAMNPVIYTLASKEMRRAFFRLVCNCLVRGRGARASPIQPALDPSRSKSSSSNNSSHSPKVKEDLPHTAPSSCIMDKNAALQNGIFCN
* = called active by the depositor.

How did Cc1ccc(C(=O)COC(=O)CCN2C(=O)C3C4CC(C(Br)C4Br)C3C2=O)cc1 (centres undefined) do in these assays?
PPARg SRC2 recr: 3.5; PPARg SRC3 recr: -0.2; PMI act hi M6P: 0.9; Diaphorase act: 0.9; PMI act: 0.9; G6PDH counter: -3.2; SRC2 TRFRET art: 1536; ROMK primary: -0.122; PPARg SRC-1 ag: -1.4; Diaph inh CS: 10.3; S1P3 antag: -4.5

How did O=C(CSc1n[nH]c(=O)[nH]c1=O)Nc1ccc(C(=O)O)cc1 do in these assays?
PPARg SRC2 recr: -4.1; PPARg SRC3 recr: 2.0; PMI act hi M6P: 1.1; Diaphorase act: 1; PMI act: 1.1; G6PDH counter: -0.2; SRC2 TRFRET art: 1383; ROMK primary: -0.0122; PPARg SRC-1 ag: -7.6; Diaph inh CS: -1.0; S1P3 antag: -11.9

Results for Cc1ccc(/C=C/C(=O)NCc2ccco2)o1 ?
PPARg SRC2 recr: 1.8; PPARg SRC3 recr: 1.3; PMI act hi M6P: 1; Diaphorase act: 0.8; PMI act: 1.1; G6PDH counter: 0.5; SRC2 TRFRET art: 1526; PPARg SRC-1 ag: -2.5; Diaph inh CS: 16.6; S1P3 antag: 7.3

What do the screens show for `Cc1ccc(CNC(=O)NCc2ccccc2)cc1`?
PPARg SRC2 recr: 0.1; PPARg SRC3 recr: -0.6; PMI act hi M6P: 1; Diaphorase act: 0.9; PMI act: 1; G6PDH counter: 5.7; SRC2 TRFRET art: 1643; ROMK primary: 0.21; PPARg SRC-1 ag: 3.9; Diaph inh CS: 6.7; S1P3 antag: 11.7

What do the screens show for `O=C(Nc1cccc(C(F)(F)F)c1)C(=O)N1CCCCC1`?
PPARg SRC2 recr: -3.0; PPARg SRC3 recr: -2.3; PMI act hi M6P: 1; Diaphorase act: 0.9; PMI act: 1; G6PDH counter: 9.0; SRC2 TRFRET art: 1469; ROMK primary: 0.254; PPARg SRC-1 ag: 2.6; Diaph inh CS: 6.7; S1P3 antag: -13.2

How did O=C(CN1C(=O)c2ccccc2C1=O)Nc1nnc(C2CCCO2)s1 (centres undefined) do in these assays?
PPARg SRC2 recr: -5.5; PPARg SRC3 recr: -7.6; PMI act hi M6P: 1; Diaphorase act: 1; PMI act: 1.1; G6PDH counter: 4.6; SRC2 TRFRET art: 1463; ROMK primary: 0.233; PPARg SRC-1 ag: -4.7; Diaph inh CS: 0.4; S1P3 antag: -11.5

What do the screens show for `CCCn1nc([N+](=O)[O-])c(C(C#N)c2nc3ccccc3s2)c(Cl)c1=O` (centres undefined)?
PPARg SRC2 recr: 1.6; PPARg SRC3 recr: 6.9; PMI act hi M6P: 0.8; Diaphorase act: 0.7; PMI act: 0.8; G6PDH counter: 3.4; SRC2 TRFRET art: 1620; ROMK primary: -0.785; PPARg SRC-1 ag: 1.8; Diaph inh CS: 33.8

Results for COc1cc(S(=O)(=O)n2cnc(C)c2)ccc1Br ?
PPARg SRC2 recr: 12.0; PPARg SRC3 recr: 7.2; PMI act hi M6P: 0.9; Diaphorase act: 0.9; PMI act: 0.9; G6PDH counter: 24.2; SRC2 TRFRET art: 1628; ROMK primary: 1.26; PPARg SRC-1 ag: 4.8; Diaph inh CS: 9.9; S1P3 antag: 4.3

What do the screens show for `O=C(CN1CCCCCC1)Nc1cc(C(F)(F)F)ccc1Cl`?
PPARg SRC2 recr: -6.8; PPARg SRC3 recr: -1.7; PMI act hi M6P: 1.1; Diaphorase act: 0.9; PMI act: 1.1; G6PDH counter: -2.8; SRC2 TRFRET art: 1504; ROMK primary: 0.134; PPARg SRC-1 ag: -3.6; Diaph inh CS: 5.8; S1P3 antag: -11.9

What do the screens show for `CN(C)S(=O)(=O)c1cccc(NC(=O)COC(=O)COc2ccccc2[N+](=O)[O-])c1`?
PPARg SRC2 recr: 4.0; PPARg SRC3 recr: 3.5; PMI act hi M6P: 0.9; Diaphorase act: 0.8; PMI act: 1; G6PDH counter: 1.5; SRC2 TRFRET art: 1478; ROMK primary: 0.0105; PPARg SRC-1 ag: 7.4; Diaph inh CS: 17.0; S1P3 antag: -3.1

Results for CCOc1ccc(NC(=O)N(CC(C)C)CC(C)C)cc1 ?
PPARg SRC2 recr: -0.8; PPARg SRC3 recr: -13.0; PMI act hi M6P: 0.9; Diaphorase act: 0.8; PMI act: 0.9; G6PDH counter: 11.6; SRC2 TRFRET art: 1268; ROMK primary: -0.02; PPARg SRC-1 ag: -5.2; Diaph inh CS: 19.8

Results for Fc1ccc(Nc2c3c(nc4ccccc24)CCC3)cc1 ?
PPARg SRC2 recr: -0.8; PPARg SRC3 recr: -0.6; PMI act hi M6P: 1; Diaphorase act: 0.9; PMI act: 1; G6PDH counter: -3.6; SRC2 TRFRET art: 1706; ROMK primary: -0.0921; PPARg SRC-1 ag: 0.7; Diaph inh CS: 8.7; S1P3 antag: 0.3

Results for O=C(C1=C[C@@H](c2coc3ccccc3c2=O)C[C@@H](OCc2ccc(CO)cc2)O1)N1CCCCCCC1 ?
PPARg SRC2 recr: -5.3; PPARg SRC3 recr: -0.7; PMI act hi M6P: 1; Diaphorase act: 0.8; PMI act: 1; G6PDH counter: 14.6; SRC2 TRFRET art: 1594; PPARg SRC-1 ag: -1.9; Diaph inh CS: 21.7; S1P3 antag: 3.5

Results for O=c1c(Cc2ccccc2)c(O)nc2n1CCCS2 ?
PPARg SRC2 recr: 3.5; PPARg SRC3 recr: -5.3; PMI act hi M6P: 1; Diaphorase act: 0.9; PMI act: 1; G6PDH counter: -6.1; SRC2 TRFRET art: 1509; PPARg SRC-1 ag: 4.5; Diaph inh CS: 6.3

What do the screens show for `O=C(c1ccc(Cl)cc1)c1cn[nH]c1-c1ccccc1O`?
PPARg SRC2 recr: -2.9; PPARg SRC3 recr: 5.2; PMI act hi M6P: 1.1; Diaphorase act: 1; PMI act: 1.1; G6PDH counter: 1.6; SRC2 TRFRET art: 1435; ROMK primary: 0.134; PPARg SRC-1 ag: 3.5; Diaph inh CS: 2.0

How did CCOc1ccc(-c2nnc(SCc3nnc(-c4ccccc4)o3)n2-c2ccccc2F)cc1 do in these assays?
PPARg SRC2 recr: 3.8; PPARg SRC3 recr: 8.2; PMI act hi M6P: 0.9; Diaphorase act: 0.7; PMI act: 1; G6PDH counter: 12.5; SRC2 TRFRET art: 1380; ROMK primary: -0.386; PPARg SRC-1 ag: 3.1; Diaph inh CS: 26.7; S1P3 antag: -3.0

What do the screens show for `C=CCn1c(=O)/c(=C2/Sc3cc(OC)ccc3N2C)s/c1=C1\C(=O)N(CC)C(=S)N1C`?
PPARg SRC2 recr: 1.5; PPARg SRC3 recr: 0.4; G6PDH counter: 9.4; SRC2 TRFRET art: 1540; ROMK primary: 0.525; PPARg SRC-1 ag: 3.1; S1P3 antag: 10.0

How did CCC(C)C(=O)N1CCc2cc(-c3csc(N)n3)ccc21 (centres undefined) do in these assays?
PPARg SRC2 recr: 5.0; PPARg SRC3 recr: 13.8; PMI act hi M6P: 0.9; Diaphorase act: 0.7; PMI act: 0.9; G6PDH counter: -0.6; SRC2 TRFRET art: 1601; ROMK primary: -0.876; PPARg SRC-1 ag: 2.1; Diaph inh CS: 28.2; S1P3 antag: -2.5

How did COc1ccc(NC(C)=O)cc1NC(=O)CN1CCN(S(=O)(=O)c2ccc(C(C)C)cc2)CC1 do in these assays?
PPARg SRC2 recr: 4.7; PPARg SRC3 recr: 6.7; PMI act hi M6P: 1.2; Diaphorase act: 1.1; PMI act: 1; G6PDH counter: 2.7; SRC2 TRFRET art: 1671; ROMK primary: -0.114; PPARg SRC-1 ag: 8.7; Diaph inh CS: -12.2; S1P3 antag: -89.7

How did O=C(/C=C/c1ccc2c(c1)OCO2)Nc1ccc(Cl)cn1 do in these assays?
PPARg SRC2 recr: 11.3; PPARg SRC3 recr: 5.2; PMI act hi M6P: 1.1; Diaphorase act: 1; PMI act: 1; G6PDH counter: 3.9; SRC2 TRFRET art: 1688; ROMK primary: 0.682; PPARg SRC-1 ag: 4.8; Diaph inh CS: 4.0; S1P3 antag: -10.3

How did C/C(=N\Nc1ccc(C(F)(F)F)cc1[N+](=O)[O-])C1CC1 do in these assays?
PPARg SRC2 recr: -0.4; PPARg SRC3 recr: 3.7; PMI act hi M6P: 1.3; Diaphorase act: 0.9; PMI act: 1.2; G6PDH counter: -2.9; SRC2 TRFRET art: 1475; PPARg SRC-1 ag: 8.4; Diaph inh CS: 6.4; S1P3 antag: 0.3

How did Cc1ccc(NC(=O)c2cncc(Br)c2)cc1S(=O)(=O)N(C)C do in these assays?
PPARg SRC2 recr: 0.2; PPARg SRC3 recr: -1.3; PMI act hi M6P: 0.8; Diaphorase act: 0.8; PMI act: 0.9; G6PDH counter: 4.9; SRC2 TRFRET art: 1508; ROMK primary: -0.0864; PPARg SRC-1 ag: -1.9; Diaph inh CS: 17.5; S1P3 antag: -5.2

What do the screens show for `Cc1ccc(C)n1Cc1ccc(C(=O)O)cc1`?
PPARg SRC2 recr: 15.8; PPARg SRC3 recr: 0.7; PMI act hi M6P: 1.1; Diaphorase act: 1; PMI act: 1; G6PDH counter: 3.5; SRC2 TRFRET art: 1583; ROMK primary: 0.538; PPARg SRC-1 ag: 6.7; Diaph inh CS: -2.9

Results for COc1ccc(-c2n[nH]c(=S)o2)c(OC)c1 ?
PPARg SRC2 recr: 2.4; PPARg SRC3 recr: 20.3; PMI act hi M6P: 1.1; Diaphorase act: 0.8; PMI act: 1; G6PDH counter: -2.8; SRC2 TRFRET art: 1768; ROMK primary: 0.482; PPARg SRC-1 ag: 8.4; Diaph inh CS: 21.4

Results for Cn1c(=NC(=O)c2ccco2)sc2cccc(F)c21 ?
PPARg SRC2 recr: 3.1; PPARg SRC3 recr: 4.5; PMI act hi M6P: 1; Diaphorase act: 1.1; PMI act: 1; G6PDH counter: 14.6; SRC2 TRFRET art: 1737; PPARg SRC-1 ag: -3.3; Diaph inh CS: -5.1; S1P3 antag: -7.5

How did COc1cc([N+](=O)[O-])ccc1NC(=O)Cc1ccc(C)cc1 do in these assays?
PPARg SRC2 recr: -3.2; PPARg SRC3 recr: 1.4; PMI act hi M6P: 0.9; Diaphorase act: 0.8; PMI act: 1; G6PDH counter: 2.2; SRC2 TRFRET art: 1638; ROMK primary: 0.447; PPARg SRC-1 ag: -3.8; Diaph inh CS: 20.5; S1P3 antag: 4.8
